Coupling enz: qHTS Assay for Inhibitors of Fructose-1,6-bisphosphate Aldolase from Giardia Lamblia: Coupling assay counterscreen; coupling enzyme system counterscreen, AmpLite Red fluorescence; actives 0.67% (n = 290,000); activity change, negative = inhibition, % at 58.2 µM, hits read low; in the data active = activity change below about -30%; also: % is scaled to controls: 0 for no effect and ±100 for the full control effect
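Counterscreen of the coupled detection system alone, without aldolase: glyceraldehyde-3-phosphate coupling enzymes plus AmpLite Red readout. Compounds at 57.5 uM final, 10 min RT preincubation, 20 min RT reaction, fluorescence 525/598 nm.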
Integrin act MD: qHTS for Activators of Integrin-Mediated Alleviation for Muscular Dystrophy. alpha7betagal myoblasts, beta-gal FDG fluorescence, 48 h. Potency, µM (series often up to 38.3 µM), for inactives: at the top dose activation, usual class: activators. actives 0.064% (n = 350,000);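 also: potency is read from the fitted curve at half-maximal effect; 100% = response of the positive control SU9516; nearly all actives have a fitted effect of over 60% in size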
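alpha7betagal+/- myoblasts (passage 13, 250/well) treated 48 h at 37C with compounds at 1:260 dilution of DMSO stock. Lysed, then beta-galactosidase activity read as FDG fluorescence (ex 480/em 540) after 30 min, with pre-read for autofluorescence.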
GALK inhibitor: qHTS Assay for Inhibitors of Human Galactokinase (GALK); Purified GALK, Kinase-Glo residual ATP luminescence; P51570; Potency, µM (doses to about 57.5 µM), inactives show at the top dose activity change, negative = inhibition, most hits filed as inhibitors; actives 0.007% (n = 270,000); also: potency is read from the fitted curve at half-maximal effect; % is scaled to controls: 0 for no effect and ±100 for the full control effect
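Quantitative HTS: GALK 5 nM, ATP 35 uM, galactose 100 uM, 1 h room temperature, then luciferase-based ATP detection.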
hERG WT inh: qHTS for Inhibitors of KCHN2 3.1: Wildtype qHTS; Voltage-gated inwardly rectifying potassium channel KCNH2 (Homo sapiens), Q12809; U2OS, BacMam KCNH2, thallium flux FluxOr; hits give low values; activity change, % at 1.84 µM; actives 0.37% (n = 340,000);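 active = maximum activity change below -70%; inconclusive = maximum activity change between -70% and -50%; inactive = maximum activity change above -50%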; also: % is scaled to controls: 0 for no effect and ±100 for the full control effect
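U2OS cells were transduced with wild-type KCNH2 virus (2.03 x 10^8 / mL) for 4 h at room temperature, then cultured overnight at 37 C. Thallium flux was read with FluxOr dye. Rate constants were normalized to DMSO controls.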
KCNH2 3.1 block: qHTS for Inhibitors of KCHN2 3.1: Mutant qHTS; Potassium voltage-gated channel subfamily H member 2, brain isoform KCNH2 3.1 (human); U2OS KCNH2 3.1, thallium flux FluxOr; hits give low values; activity change, % (tested at about 1.8 µM); actives 0.95% (n = 340,000); AID 720553, 2013;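 active = maximum activity change below -70%; inconclusive = maximum activity change from -70% to -50%; inactive = maximum activity change above -50%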;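 also: thallium influx rate constant from kinetic fluorescence after stimulation buffer; % is scaled to controls: 0 for no effect and ±100 for the full control effect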
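U2OS cells transduced with KCNH2 3.1 mutant virus (1.77 x 10^8 /mL, 4 h), plated overnight at 37 C, loaded 45 min with FluxOr dye plus Red40 quencher. Thallium flux rate constant from kinetic reads after stimulation buffer, normalised to controls.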
CXXC DNA block: qHTS Fluorescence Polarization Assay for Inhibitors of MLL CXXC domain - DNA interaction | AID 2662, 2010 | Histone-lysine N-methyltransferase 2A (Homo sapiens), Q03164 | MLL-CXXC / FITC-HOXA9 DNA fluorescence polarization | Potency, µM (titrated, usually from 115 µM), without a hit: top-dose activity change, negative = inhibition, usual class: inhibitors | actives 0.037% (n = 290,000); active = well fitted inhibition curve with a large enough effect in the polarisation, with a control signal flat, not every such curve was filed as active; inconclusive = small, poorly fitted or top-dose-only effect, or effect the other way, or a change in a side signal; inactive = no such curve, though single readings can be large or run the other way; the % refers to the polarisation; also: potency is read from the fitted curve at half-maximal effect
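Purified MLL-CXXC (added from a 7 uM solution) was preincubated 5 min at ambient with pinned compounds in 50 mM Tris-HCl pH 7.5, 50 mM NaCl, 1 mM DTT, 0.05% BSA. Fluorescein-labeled HOX-A9 DNA (50 nM solution) followed, 30 min, then polarization read.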
MBNL1-CUG inh: qHTS Assay for Inhibitors of MBNL1-poly(CUG) RNA binding; TR-FRET MBNL1-His/biotin-(CUG)12 binding, 665/545 ratio; Potency, µM (doses to about 57.5 µM), for inactives: at the top dose activity change, negative = inhibition, usual class: inhibitors; actives 0.036% (n = 280,000); AID 2675, 2010; active = well fitted inhibition curve with a large enough effect in the signal ratio, with a control signal flat, not every such curve was filed as active; inconclusive = small, poorly fitted or top-dose-only effect, or effect the other way, or a change in a side signal; inactive = no such curve, though single readings can be large or run the other way; the % refers to the signal ratio; also: potency is read from the fitted curve at half-maximal effect; % is scaled to controls: 0 for no effect and ±100 for the full control effect
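Ratiometric TR-FRET (665 over 545 nm, excitation 340 nm) tracks disruption of MBNL1-His/biotin-(CUG)12 complex after 60 min at room temperature, with compounds at 92 nM to 58 uM final.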
A-T KAP1 phos: qHTS Assay for Identifying a Potential Treatment of Ataxia-Telangiectasia; […] A-T fibroblasts, KAP-1 phosphorylation AlphaLISA; neocarzinostatin DNA damage 30 min before lysis; Potency, µM (doses to about 57.5 µM), without a hit: at the top dose activation, actives largely listed as activators; actives 0.19% (n = 320,000); AID 485349, 2010; also: potency is read from the fitted curve at half-maximal effect; % of control where 0% means no effect; nearly all actives have a fitted effect of over 45% in size
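ATM-like activity read as KAP-1 phosphorylation via AlphaLISA donor/acceptor antibody pairs after lysis and 6 hr at 25C. Cells were ATM-null patient fibroblasts ([…], hTERT), dosed 60 min, then exposed to the DSB inducer NCS for 30 min.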
ASM inhibitor: Inhibitors of Secretory Acid Sphingomyelinase (S-ASM): qHTS; Potency, µM (doses to about 57.5 µM), for the others: at the top dose activity change, negative = inhibition, hits mostly inhibitors; Sphingomyelin phosphodiesterase (Homo sapiens), P17405; actives 0.006% (n = 340,000); placental ASM, HMU-PC fluorogenic substrate, 60 min; AID 504937, 2011; also: potency is read from the fitted curve at half-maximal effect
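Human placenta-derived ASM preincubated with compound 10 min at room temperature, then reacted with 9 uM (final) fluorogenic HMU-PC substrate for 60 min at 37 C. Stop solution raises pH to 10; fluorescence read at Ex 386/Em 447 nm.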
TRPV1 ag: HTS Assay for Compounds that Act as Agonists of the Vanilloid Receptor 1; TRPV1-expressing cells, Fluo-8 calcium influx, agonist mode; activation, % at 8.33 µM; actives 0.19% (n = 320,000); in the data active = activation above about 80%; inconclusive = between about 30% and that limit; also: 0% is about no effect
Target sequence (Q8NER1 whole entry, looked up): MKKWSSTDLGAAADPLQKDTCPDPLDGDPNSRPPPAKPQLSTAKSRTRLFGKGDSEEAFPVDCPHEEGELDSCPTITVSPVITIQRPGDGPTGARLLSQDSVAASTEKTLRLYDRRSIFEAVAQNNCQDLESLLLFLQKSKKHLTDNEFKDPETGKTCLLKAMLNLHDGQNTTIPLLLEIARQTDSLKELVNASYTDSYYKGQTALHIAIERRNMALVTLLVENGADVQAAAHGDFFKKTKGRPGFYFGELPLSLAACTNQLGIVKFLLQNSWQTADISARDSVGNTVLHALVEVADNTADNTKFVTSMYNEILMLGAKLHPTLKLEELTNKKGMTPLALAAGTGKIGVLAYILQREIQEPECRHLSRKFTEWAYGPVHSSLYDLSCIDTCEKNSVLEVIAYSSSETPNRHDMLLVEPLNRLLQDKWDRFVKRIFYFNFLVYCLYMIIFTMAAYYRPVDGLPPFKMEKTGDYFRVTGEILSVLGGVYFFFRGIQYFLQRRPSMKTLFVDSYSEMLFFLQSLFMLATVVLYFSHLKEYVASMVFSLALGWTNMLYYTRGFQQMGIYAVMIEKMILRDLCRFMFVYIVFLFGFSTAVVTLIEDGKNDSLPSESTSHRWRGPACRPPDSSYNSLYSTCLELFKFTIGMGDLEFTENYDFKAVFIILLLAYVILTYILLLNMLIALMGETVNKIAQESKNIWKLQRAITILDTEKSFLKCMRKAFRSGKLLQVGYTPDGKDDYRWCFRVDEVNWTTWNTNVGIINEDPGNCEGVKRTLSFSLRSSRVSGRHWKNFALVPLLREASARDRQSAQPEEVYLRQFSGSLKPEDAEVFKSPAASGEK
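TRPV1-expressing cells were cultured overnight at 35.5C and loaded with Fluo-8 calcium dye for 40 to 90 min at room temperature. After a 10 s baseline, compound was added and calcium influx was read kinetically for 3 min (ex 480/em 520 nm).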
* = called active by the depositor; ? = inconclusive; nt = no result given; [ ] = another dose, or the depositor's remark. Unless noted, calls follow the shape of the dose curve; as a rule, active = well fitted curve in the direction sought with a large enough effect; inconclusive = small, poorly fitted or top-dose-only effect, or another doubt; inactive = no such curve, though single readings can be large; an effect the other way counts as inactive or inconclusive.

SMILES	Coupling enz	Integrin act MD	GALK inhibitor	hERG WT inh	KCNH2 3.1 block	CXXC DNA block	MBNL1-CUG inh	A-T KAP1 phos	ASM inhibitor	TRPV1 ag
Cc1ccc(NC(=O)c2cn(-c3cccc(C)n3)cn2)cc1	-2	28%	3%	-1	7	-6%	28%	-4%	2%	-3
COC(=O)CCC(=O)Oc1ccc(OC(=O)CCC(=O)OC)cc1	-1	nt	nt	nt	nt	71%[activator]	-14%	-12%	nt	1
O=C(NC(NC(=S)Nc1cccc(C(=O)O)c1)C(Cl)(Cl)Cl)OCc1ccccc1 (configuration not stated)	6	35%	-5%	23	-2	-5%	9%	7%	0%	3
Cc1nc2sc(-c3ccccc3)cc2c(=O)n1-n1cccc1	4	4%	0%	1	4	13%	31%[activator]	4%	-13%	11
O=C(COC(=O)C1CC2C=CC1C2)Nc1ccccc1 (configuration not stated)	3	12%	-1%	-3	14	8%	nt	-7%	3%	16
C/C(=N\N)c1c(-c2ccccc2)c2cc(C)ccc2[nH]c1=O	1	-20%	-2%	-11	-3	5%	-2%	0%	0%	-1
O=C1CC(=C(c2ccccc2)c2ccccc2)C(=O)N1CCCCN1CCN(c2ccccc2)CC1	-2	-50%[inhibitor]	1%	-21	?	-4%	5%	-31%	-1%	2
COc1ccc(C(=O)COC(=O)c2cccnc2SC)cc1	-3	-24%	3%	-7	17	2%	20%	8%	-2%	15
CCCc1cc(=O)oc2cc(OC(=O)CN3C(=O)NC4(CCCC4)C3=O)ccc12	nt	2%	nt	-2	6	nt	nt	12%	nt	-1
COc1ccc(/C=C2\N=C(c3ccccc3)N(c3ccc(C(=O)O)cc3)C2=O)cc1OC	1	5%	-5%	0	-9	4%	17%	-6%	21%	2
COc1ccc(C(=O)NCCc2ccccn2)cc1S(=O)(=O)Nc1ccc(Br)cc1	nt	-8%	nt	4	-8	nt	nt	-1%	-2%	-1
CCN(CC)C(=O)COc1coc(CN2CCN(Cc3ccccc3)CC2)cc1=O	nt	-26%	0%	-4	7	6%	0%	5%	2%	-1
COC(=O)[C@@H](NC(=O)NC1CCCCC1C)C(C)C (some centres not stated)	0	-14%	7%	-3	-10	3%	0%	-2%	-1%	-2
CCOc1ccc2[nH]c(=O)c(CN(Cc3cccs3)Cc3nnnn3C(C)(C)C)cc2c1	2	-17%	3%	3	19	1%	-8%	15%	17%	20
COCc1cc(=O)n2[nH]cc(-c3ccccc3)c2n1	-4	13%	5%	-5	3	-12%	15%	12%	24%	3
O=C(COC(=O)CNC(=O)c1ccco1)NCc1ccc(F)cc1	0	12%	0%	-7	-11	3%	-5%	2%	-3%	-2
COc1ccccc1-c1nnc(Sc2nc([N+](=O)[O-])nn2C)o1	-8	-62%[inhibitor]	0%	-10	4	14%	?	-3%	3%	4
CCOC(=O)/C(C#N)=C/c1ccc(OCC(=O)Nc2ccc(C)c(C)c2)c(OC)c1	-1	20%	2%	-4	0	4%	nt	-6%	22%	9
Cc1ccc(C)c(NC(=O)CN(C)C(=O)Cc2ccccc2)c1	-1	-17%	1%	-3	0	4%	-2%	0%	-1%	-1
COc1cc(-n2cnnn2)ccc1S(=O)(=O)N1CCOCC1	4	13%	-1%	-106*	-144*	-6%	-7%	-3%	-1%	4
COCCSc1nc(N)c(NC(=O)c2ccc(OC)cc2)c(=O)[nH]1	-2	36%	0%	nt	5	?	-1%	3%	5%	-1
Cc1cccc2sc(NC(=O)C3c4ccccc4Oc4ccccc43)nc12	-2	-4%	-2%	-11	-39	6%	2%	8%	-12%	-3
Cc1ccc(-c2nnc(NCc3nc4ccccc4[nH]3)c3ccccc23)cc1S(=O)(=O)N(C)C	0	-14%	2%	-25	?	14%	170%[activator]	-3%	-2%	2
CCOC(=O)c1cccc(NC(=O)C2CCCO2)c1 (configuration not stated)	0	16%	-1%	4	0	4%	3%	8%	0%	-1
O=C(CN1CCN(c2ncccn2)CC1)NCc1ccccc1	2	-2%	1%	-10	-4	5%	-5%	4%	-1%	4
COC(=O)CN1C(=O)N/C(=C/c2ccccc2OC)C1=O	-1	7%	1%	-5	14	3%	nt	2%	28%	3
CCN(CC)S(=O)(=O)c1ccc(N/N=C/c2ccc(O)cc2O)nc1	-1	-13%	2%	-1	7	0%	14%	nt	-8%	-2
COc1cccc(C(=O)NCc2ccco2)c1OC	2	21%	-4%	8	7	1%	5%	6%	5%	-4
CCOC(=O)CCC(=O)Nc1ccc([N+](=O)[O-])cc1C	-2	-10%	0%	-8	8	-4%	?	-4%	4%	-6
CCOc1ccc(C(=O)NCC(=O)NNC(=O)CN(C)S(=O)(=O)c2ccc(Cl)cc2)cc1	nt	26%	nt	-14	9	nt	nt	6%	-3%	-2
CC(=O)Cc1nsc(Nc2ccccc2)n1	-1	26%	1%	-10	-1	6%	13%	2%	3%	-1
O=c1c(/C=N/Nc2ccccc2)c(Sc2nnnn2-c2ccccc2)nc2ccccn12	-2	-26%	-1%	?	-11	?	5%	-4%	-3%	7
O=C(O)c1csc(-c2cccc(Cl)c2)n1	12	-6%	-1%	-10	0	-4%	-7%	3%	1%	2
CCOC(=O)/C(C#N)=C/c1c(OCC)n(CC)c2ccccc12	6	-10%	1%	2	-2	13%	nt	-1%	-1%	?
Cc1c(C(=O)N(Cc2cccs2)C2CCS(=O)(=O)C2)oc2ccccc12 (configuration not stated)	-6	-27%	5%	6	5	10%	2%	3%	-3%	14
Cc1cc(OC(C)C(=O)NCC2CCCO2)cc(C)c1Cl (configuration not stated)	nt	26%	2%	0	-10	-9%	-5%	10%	-1%	?
COc1cc2cccc(OC)c(=O)c2c(OC)c1OC	-2	14%	2%	-6	4	-1%	?	2%	-1%	-4
O=C(CN(C(=O)CSc1nnc(COc2ccccc2)o1)c1ccc(F)cc1)NC1CCCCC1	1	4%	-1%	-4	1	0%	-2%	6%	-6%	7
CC1=C(C)CC(C(=O)NNC(=O)c2ccccc2O)C(C(=O)O)C1 (configuration not stated)	10	-38%[inhibitor]	-2%	0	2	3%	0%	-3%	2%	-2
COc1ccc(CC(=O)Nc2cccc(-c3nnc(-c4ccco4)o3)c2)cc1	3	16%	-4%	4	-4	11%	-1%	-4%	-8%	nt
CCOCCCN(C)C1CCN(C(=O)c2oc3ccccc3c2NC(=O)c2cccc([N+](=O)[O-])c2)CC1	nt	-54%[inhibitor]	3%	-79*	-107*	3%	9%	-6%	-2%	1
CCOC(=O)c1cc(NC(=O)CN2CCCC2)cc(C(=O)OCC)c1	3	5%	-1%	3	0	14%	-4%	5%	0%	-4
O=[N+]([O-])c1cccc(N=NN(CCO)c2cccc([N+](=O)[O-])c2)c1	1	1%	-2%	-5	-25	3%	19%	4%	-6%	15
COc1ccc(C)cc1N(CC(=O)O)S(=O)(=O)c1ccc(C)cc1	4	13%	0%	-2	-19	-6%	-2%	0%	1%	1
Cc1ccc(/C=C/C(=O)OCC(=O)c2ccc3c(c2)NC(=O)CO3)o1	nt	14%	nt	-3	-21	nt	nt	12%	-1%	nt
CCc1ccc(NC(=O)C(=O)NCCN2CCN(S(C)(=O)=O)CC2)cc1	1	-6%	5%	19	-41	-10%	13%	-8%	-3%	-4
c1ccc(CCn2nnnc2C(c2cccnc2)N2CCOCC2)cc1 (configuration not stated)	-3	10%	-1%	-16	-10	2%	-2%	1%	4%	2
COCc1nnc(NS(=O)(=O)c2ccc(NC(C)=O)cc2)s1	4	10%	11%	-1	6	-3%	2%	-1%	0%	0
CCC(C)(C)NC(=O)CN(Cc1ccc(OC)cc1)C(=O)CCC(=O)Nc1nccs1	4	8%	-3%	5	16	-6%	-4%	-1%	2%	6

In another format: 2 of the compounds above.
CCc1ccc(NC(=O)C(=O)NCCN2CCN(S(C)(=O)=O)CC2)cc1
- Coupling enz: 1
- Integrin act MD: -6%
- GALK inhibitor: 5%
- hERG WT inh: 19
- KCNH2 3.1 block: -41
- CXXC DNA block: -10%
- MBNL1-CUG inh: 13%
- A-T KAP1 phos: -8%
- ASM inhibitor: -3%
- TRPV1 ag: -4
c1ccc(CCn2nnnc2C(c2cccnc2)N2CCOCC2)cc1 (configuration not stated)
- Coupling enz: -3
- Integrin act MD: 10%
- GALK inhibitor: -1%
- hERG WT inh: -16
- KCNH2 3.1 block: -10
- CXXC DNA block: 2%
- MBNL1-CUG inh: -2%
- A-T KAP1 phos: 1%
- ASM inhibitor: 4%
- TRPV1 ag: 2

Compound activity from PubChem.
